Screening results as filed in PubChem.
mcGAS RapidFire: inhibitors of mouse cGAS; Q8C6L5; inhibition, % at 12.5 µM; recombinant mouse cGAS, cGAMP by RapidFire MS; 0.18% of 130,000 active;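 active means inhibition of cGAS enzyme activity at or above 60%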;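 further: enzyme stimulated by 45 bp dsDNA with ATP and GTP substrates; cGAMP share of summed cGAMP plus half ATP and half GTP signals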
Target sequence (Q8C6L5 whole entry, looked up): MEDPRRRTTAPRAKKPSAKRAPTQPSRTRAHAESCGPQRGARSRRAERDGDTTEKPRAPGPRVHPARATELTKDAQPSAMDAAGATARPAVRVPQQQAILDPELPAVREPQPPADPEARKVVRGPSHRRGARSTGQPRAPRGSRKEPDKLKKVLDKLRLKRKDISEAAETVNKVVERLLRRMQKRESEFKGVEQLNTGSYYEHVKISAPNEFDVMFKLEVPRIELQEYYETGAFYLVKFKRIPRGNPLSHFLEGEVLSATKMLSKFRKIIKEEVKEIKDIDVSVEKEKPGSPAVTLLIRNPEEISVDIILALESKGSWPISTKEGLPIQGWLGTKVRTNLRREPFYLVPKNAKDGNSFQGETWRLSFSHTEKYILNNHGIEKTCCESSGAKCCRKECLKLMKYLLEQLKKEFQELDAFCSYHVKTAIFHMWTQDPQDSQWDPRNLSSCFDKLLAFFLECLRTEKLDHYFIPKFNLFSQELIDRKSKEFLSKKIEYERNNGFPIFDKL
Numbers without * were called inactive.

SMILES	mcGAS RapidFire
Cc1ccc(-n2c(C)nc3ccc(NC(=O)C(C)Oc4cccc(F)c4)cc3c2=O)cc1 (configuration not stated)	-6
COC(=O)C1=C(C)N(C)C(C)=C(C(=O)OC)C1c1ccc(F)c(Br)c1	3
O=C(NCC1CCCN(C(=O)C2(c3ccccc3)CC2)C1)c1ccc(F)cc1 (configuration not stated)	-6
CN(C)CC1(O)CCCN(S(=O)(=O)c2ccc(-c3ccccc3)cc2)CC1 (configuration not stated)	-3
COc1ccc(-c2c(C)nn3c2ncc2c(=O)n(-c4n[nH]c(C)n4)ccc23)cc1	-13
CN(c1ccccc1)N1C(=O)c2ccccc2NC12CCN(CC(=O)Nc1ccccc1F)CC2	-5
CC(C)Cc1ncc2c(n1)CN(C(=O)Cc1cccs1)C2	-29
COc1cc(N2CCC(c3cc(-c4ccco4)n[nH]3)CC2)ncn1	21
Oc1c(C(c2cccnc2)N2CCCCC2)ccc2cccnc12 (configuration not stated)	2
COc1cc([N+](=O)[O-])cc2sc(NC(=O)c3ccno3)nc12	17

Some values from the entries so far.
`Cc1ccc(-n2c(C)nc3ccc(NC(=O)C(C)Oc4cccc(F)c4)cc3c2=O)cc1` (configuration not stated) @ mcGAS RapidFire = -6
`COC(=O)C1=C(C)N(C)C(C)=C(C(=O)OC)C1c1ccc(F)c(Br)c1` @ mcGAS RapidFire = 3

The results go on:
SMILES	mcGAS RapidFire
Cc1cccc(CC(=O)NCCc2cc3c(C)ccc(C)c3[nH]c2=O)c1	1
NC(=O)C1Cc2ccccc2CN1CC1CCCCC1 (configuration not stated)	2
COc1ccc(OCCNC(=O)CCn2cnc3ccccc3c2=O)cc1	-4
CSC1(CNC(=O)C2(c3ccccc3)CC2)CCOCC1	-5
Cc1cc(C)nc(N2C[C@H]3OC(=O)N(Cc4ccccn4)[C@H]3C2)n1	-10
COc1cccc(CN2CCC(C(=O)Nc3ccc(Oc4ccccc4F)cc3)CC2)c1	-5
CC1CCN(C(=S)NC2CC3CCC2C3)CC1 (configuration not stated)	-7
CNC(C)C(C)S(C)(=O)=O (configuration not stated)	-6
Cc1nn(C)c(C)c1C(C)NC(=O)[C@@H](C)NC(=O)OC(C)(C)C (some centres not stated)	-3
c1ccc(COc2ccc(-n3cnnc3)cc2)nc1	-7
CCCCOc1ccc(C2=N/C(=C\c3ccc(F)cc3)C(=O)O2)cc1	-7
COc1c[nH]c(C(=O)Nc2ccc(C(C)C)cc2)cc1=O	-4
CCC(=O)NC1=C(Nc2ccc(SC(F)F)cc2)C(=O)c2ccccc2C1=O	-3
Nc1c(Cl)ncnc1N1CCN(c2ncnc(Cl)c2N)CC1	7
CC(C)(C)C(=O)NC(C)(C#N)C1CC1 (configuration not stated)	9
Cc1cc(C)[n+]2nc(C)sc2n1	3
Cc1nc(C(C)NC(=O)COc2ccc(F)cc2)n[nH]1 (configuration not stated)	-1
CN(C)C1CCCN(C(=O)c2ccc(Cl)cc2O)CC1 (configuration not stated)	-16
CC(OC(=O)CNC(=O)c1ccc(-c2ccccc2)cc1)C(=O)NC1(C#N)CCCCC1 (configuration not stated)	-6
Cc1ccc2nc(C(NC(=O)CS(C)(=O)=O)C(C)C)[nH]c2c1 (configuration not stated)	-1
Cc1nc(CC2CCN(Cc3nc(-c4cccc(F)c4F)oc3C)CC2)no1	-5
O=C1NCCCCC1Sc1nnnn1C1CCCCC1 (configuration not stated)	0
CN(C)CCN1CCN(c2cc(-c3ccc(F)c(F)c3)nc3ccnn23)CC1	-4
CCOc1ccc2nc(N(CCN3CCOCC3)C(=O)/C=C/c3cccs3)sc2c1	-7
O=c1c2c(C(F)(F)F)cccc2ncn1CCN1CCNCC1	-7
COC(=O)c1oc(CN2CCN(C(C)C(=O)NC3CC3)CC2)cc1C (configuration not stated)	-2
On1c(-c2ccccc2)nc2c1CCc1nonc1-2	2
CC1CCCC(C)N1C(=O)COc1ccc(C(=O)O)cc1 (configuration not stated)	13
c1ccc(-c2nc[nH]c2-c2ccc(OCCn3ccnc3)cc2)cc1	-17
CCCNC(=O)N(CC(=O)N1CCCN(c2ccc(-c3ccccc3)nn2)CC1)Cc1ccco1	-5
CN(C)C(=O)c1ccc2c(c1)N(C)C(CC(=O)NCCc1ncnn1C)CO2 (configuration not stated)	-18
COc1cc(C#N)cc(Cl)c1OCc1cc(=O)n2ccc(C)cc2n1	0
CC1(Cc2ccc(Cl)c(Cl)c2)C(=O)Nc2ccc(S(=O)(=O)NC3CCCCC3)cc21 (configuration not stated)	-7
Cc1cccc(C)c1N1C(=O)CC(N(Cc2ccc(F)cc2)C2CC2)C1=O (configuration not stated)	0
Cc1noc(C)c1CNC(=O)N1CCN(Cc2ccsc2)CC1	-17
CCC(C)(C)C1CCC(NC(=O)c2cccnc2-n2cncn2)CC1 (configuration not stated)	6
Cc1noc(C)c1CNC(C)C1CCCCC1 (configuration not stated)	-8
CC(=O)NCc1ccc(-c2csc(NC(=O)c3ccoc3)n2)s1	-3
CNC(=O)c1ccc(-c2cc(NCc3ccccn3)nc3[nH]ccc23)o1	-31
CC(=O)c1cccc(N=c2c([N+](=O)[O-])nn(-c3cccc(Cl)c3)n2O)c1	-2
OCc1nnn(-c2ccc(Br)cc2)c1CO	-24
C=CCN(Cc1ccccc1C)C(=O)Cn1cnc2ccsc2c1=O	-15
Fc1ccccc1C1CCN1CCCOc1ccccc1 (configuration not stated)	-5
C=CCc1cc(CN2[C@@H]3CC[C@H]2CN(C)C(=O)C3)ccc1OC	-5
CCN(C(=O)c1cccc2c1OCC2)C1CCS(=O)(=O)C1 (configuration not stated)	-8
CC(C)(C)NC(=O)COc1ccc2oc3c(c2c1)CCCC3	-3
O=C(Cn1cccn1)Nc1cccc(C(F)(F)F)c1	-5
CC(C)N1CCN(C(=O)CCNC2CCC3(CCNCC3)CC2)CC1	-9
ON=C1CC2C3C/C(=N/O)C4C3CC2C14 (configuration not stated)	-1
Clc1ccc(CNc2nccn3ccnc23)cc1	2

A draw from above in order of SMILES length, ascending.
SMILES	mcGAS RapidFire
OCc1nnn(-c2ccc(Br)cc2)c1CO	-24
Clc1ccc(CNc2nccn3ccnc23)cc1	2
ON=C1CC2C3C/C(=N/O)C4C3CC2C14 (configuration not stated)	-1
CCN(C(=O)c1cccc2c1OCC2)C1CCS(=O)(=O)C1 (configuration not stated)	-8
CC(C)N1CCN(C(=O)CCNC2CCC3(CCNCC3)CC2)CC1	-9
C=CCc1cc(CN2[C@@H]3CC[C@H]2CN(C)C(=O)C3)ccc1OC	-5

Pulled by compound from the list above (5):
SMILES	mcGAS RapidFire
C=CCc1cc(CN2[C@@H]3CC[C@H]2CN(C)C(=O)C3)ccc1OC	-5
CC(C)N1CCN(C(=O)CCNC2CCC3(CCNCC3)CC2)CC1	-9
Clc1ccc(CNc2nccn3ccnc23)cc1	2
CCN(C(=O)c1cccc2c1OCC2)C1CCS(=O)(=O)C1 (configuration not stated)	-8
Fc1ccccc1C1CCN1CCCOc1ccccc1 (configuration not stated)	-5

(list continues)
SMILES	mcGAS RapidFire
CC(C)c1ccc(NC(=O)c2cn(C)c3c(=O)n(-c4ccccc4)c(=O)[nH]c23)cc1	-14
O=C(NCCc1ccccc1)C(C1CCCC1)N1CCN(C(=O)C2CC2)CC1 (configuration not stated)	3
CCOc1ccc(OCC(=O)OCc2cc(-c3ccc(F)cc3F)on2)cc1	0
CN(CCC(=O)Nc1ccc(Br)cc1F)CC(=O)Nc1cccc(F)c1	1
CCc1[nH]c(C(=O)N(C)Cc2cccs2)c(C)c1C(=O)OC	-1
O=C1COCc2cc(-c3cccc(CO)c3)ccc2N1CCN1CCOCC1	-10
CCC(C)NC(=O)CSc1nc2ccccc2c(=O)n1-c1ccc(C)cn1 (configuration not stated)	-6
Cc1sc2ncn(CC(=O)N(C(C)C)C(C)C)c(=O)c2c1C	-2
C1=CC[C@H]2CN(Cc3nnnn3Cc3ccccc3)C[C@H]2C1	-7
COCCNC(=O)CCc1c(C)nn(-c2nc(C)cc(=O)[nH]2)c1C	-5
Cc1cc(C)n(C(C)Cn2cnc(-c3ccccc3)c2-c2nccn2C)n1 (configuration not stated)	-2
COc1cc(C2SCCS2)ccc1OS(=O)(=O)c1c(C)noc1C	-7
CCOC(=O)c1c(C)[nH]c(C(=O)COc2ncnc3sc4c(c23)CCC4)c1C	-1
O=C(NCc1ccco1)c1noc2c1CCCCC2	12
Cc1cc(C)n(C)c(=O)c1C(=O)N(Cc1ccccn1)CC1CCCO1 (configuration not stated)	-14
COc1cc(C=C2N=C(c3ccc(C(C)(C)C)cc3)OC2=O)ccc1OCC(=O)N1CCOCC1	-3
CC(C)(O)CCOc1ccccc1S(=O)(=O)C(F)(F)F	72*
Cn1ccnc1-c1ccc(N[C@@H](Cc2ccccc2)C(N)=O)nn1	-19
COC(=O)C1(NC(=O)C2CCN(S(=O)(=O)c3ccc(C)cc3)CC2)CCCCC1	-4
O=S(=O)(c1ccc(Cl)cc1F)N(Cc1ccco1)Cc1ccco1	-1
CCOCCn1c(=O)c2c(nc3n(-c4ccccc4)c(C)c(C)n23)n(C)c1=O	2
O=S(=O)(Nc1ccc(SC(F)F)cc1)c1cccc(F)c1	0
CCN(C(=O)c1cccc(NC(=O)CN2CCOC2=O)c1)c1ccccc1	-19
O=C(NCC1CCN(CC(F)(F)F)C1)Nc1ccc(-n2cccn2)nc1 (configuration not stated)	-2
Cc1ccnc(-n2cc(S(N)(=O)=O)cn2)c1	-8
Cc1c(C(C)NC(=O)CCC(=O)c2ccc(F)cc2)cnn1-c1ccccn1 (configuration not stated)	2
CCc1ccc(-n2c(C)cn3c4c(=O)n(C)c(=O)n(C)c4nc23)cc1	-1
Cn1c(=O)[nH]c(=O)c2c1nc(N1CCN(c3cccc(Cl)c3)CC1)n2CCSc1ncccn1	0
CCOc1ccc(CN2CCOC3(CNCCOC3)C2)cc1CO (configuration not stated)	-5
O=S(=O)(NCc1ccccc1)NC1CCN(CC2CCCO2)CC1 (configuration not stated)	-8

The list goes on; the last two above are carried over.
SMILES	mcGAS RapidFire
CCOc1ccc(CN2CCOC3(CNCCOC3)C2)cc1CO (configuration not stated)	-5
O=S(=O)(NCc1ccccc1)NC1CCN(CC2CCCO2)CC1 (configuration not stated)	-8
O=C(Nc1ccccc1Oc1cccnc1)C1CCCN(C2CCOCC2)C1 (configuration not stated)	0
Cc1cc(NC(=O)CCc2ccc(Cl)cc2Cl)n[nH]1	21
CCNC(=O)c1ccccc1NC(=S)NC(=O)C(C)(C)C	-4
CN1CCN(c2ncccc2CNC(=O)c2n[nH]c3c2CCC3)CC1	-20
COC(=O)N1CCc2c(sc(NC(=O)c3cccs3)c2-c2nc3ccccc3s2)C1	-8
O=c1ccc(-c2ccc(F)cc2)nn1Cc1ccccc1Cl	-16
CS(=O)(=O)N1CCCC(CNC(=O)Cc2ccccn2)C1 (configuration not stated)	-23
CN(C)S(=O)(=O)c1cccc(NS(=O)(=O)c2ccc(F)c(F)c2)c1	3
C[C@H](NC(=O)Cc1cc(F)cc(F)c1)C(=O)N[C@H](C(=O)OC(C)(C)C)c1ccccc1	-10
COc1ccc2cc(-c3[nH]ncc3CNC3(c4ccccc4)CC3)ccc2c1	-8
CN1CCN(n2ccc3c(cnc4ncnn43)c2=O)CC1	-11
Cc1cc(C)n(-c2ccc(NC(=O)C3CCN(Cc4ccncc4)CC3)cc2)n1	0
O=C(NCC1(N2CCOCC2)CCCCC1)C1CCC(=O)N(CCc2cccc(F)c2)C1 (configuration not stated)	10
Cn1c(=O)c2c(ncn2CCCOc2ccc(Cl)cc2)n(C)c1=O	-5
Cc1ccc2ncc(-c3ccc4c(N)c(C)ccc4n3)cc2c1	-21
Cc1nc2ccc(S(=O)(=O)NCCn3nc(-c4ccncc4)ccc3=O)cc2s1	-10
CCC1CN(C(=O)NCCCCn2c(C)cccc2=O)CC(C)O1 (configuration not stated)	-5
CC(C(=O)N1CCCCCC1)N1CCCC(C(=O)Nc2ccccc2)C1 (configuration not stated)	-7
CC1CCC2(CC1)NC(=O)N(NC(=O)CSc1nnc(C3CC3)n1C)C2=O (configuration not stated)	-1
CO[C@H]1COC[C@@H]1NC(=O)CCC(=O)Nc1ccccc1SC	-15
COC(=O)[C@@H]1C[C@@H](N(C)C)CN1S(=O)(=O)c1cc(C)sc1C	-9
Nc1nnc(SCC(=O)Nc2c(F)c(F)c(F)c(F)c2F)s1	-11
CCn1nc(C)c(CN(CCOC)C(=O)C2[C@@H]3[C@H]4CC[C@H](C4)[C@H]23)c1C (some centres not stated)	8
COc1ccc(OC)c(CNc2cccc(CC#N)n2)c1	-5
Cc1cc(C(=O)N2CCC3(CCCN(C)C3=O)C2)c2ccc(F)cc2n1 (configuration not stated)	-4
NN1C(=O)c2ccccc2NC1C1CC=CCC1 (configuration not stated)	-1
O=C(NS(=O)(=O)c1cccnc1)c1ccc(Br)o1	-11
CN(C)C=Nc1c(C#N)cnn1-c1ccc(Cl)cc1	-22
CN(C(=O)c1ccc(N2CC3CC(C2)c2cccc(=O)n2C3)c(NC(=O)c2cc3ccccc3oc2=O)c1)C1CCCCC1 (configuration not stated)	-1
CCN1CCN(C(=O)CCC2CCN(C(=O)CCc3c(C)noc3C)CC2)CC1	-3
Cc1cc(C)cc(NC(=O)CSc2nccn2C2CC2)c1	-8
CN(C)N=C1CC(=[N+]2CCCCC2)CC(C)(C)C1	-57
Cc1cccc(NC(=O)CCC2CCN(C(=O)C[n+]3cc(=O)o[nH]3)CC2)c1	-1
CC(C)COC(C)c1noc(CN2CCOC3CCCCC32)n1 (configuration not stated)	-3
Cc1nn(CC(=O)N(C)C(C)Cc2ccccn2)cc1Cl (configuration not stated)	-19
COc1cc(Cl)c(C(=O)N2CCOC(Cc3ccccc3)C2)cc1OC (configuration not stated)	-5
Cc1nonc1CN(C)C(=O)CC1c2ccccc2CCc2ccccc21	-8

Only part of the results is shown; count on the stated rates, not on these rows.
